Screening data as filed in PubChem BioAssay.
MazEF act – MazEF (E. coli) toxin RNase activation; 350,000 compounds, 0.32% hits; activation, % at 20 µM; FAM/BHQ RNA-DNA oligo cleavage fluorescence, 5 h; in the data active = activation above about 50%
Target sequence (P0AE70 whole entry, looked up): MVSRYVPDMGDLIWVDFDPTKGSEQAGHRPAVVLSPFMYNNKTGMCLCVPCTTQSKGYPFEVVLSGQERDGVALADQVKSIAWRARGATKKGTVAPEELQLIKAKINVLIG
PfHsp40 yeast – compounds rescuing yeast from Plasmodium falciparum HSP40 toxicity. S. cerevisiae expressing PfHsp40, growth rescue, ATP luminescence. growth rescue, % at 12.5 µM. 340,000 compounds, 0.68% hits; in the data active = growth rescue above about 28%, passing the limit was not always enough;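 also: yeast W303a lacking pdr1 and pdr3 grown in galactose medium; growth measured after three days at 30 °C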
SARS 3CLpro inh – SARS-CoV 3CLpro protease inhibition; recombinant SARS-CoV 3CLpro, quenched FRET peptide cleavage; AID 1706; 290,000 compounds, 0.14% hits; inhibition, % at 6 µM; in the data active = inhibition above about 12%
Anthrax LF prot – inhibitors of Bacillus anthracis lethal factor protease; P15917; multiplex microsphere protease cleavage assay, LF; inhibition, % at 10 µM; 360,000 compounds, 0.12% hits; AID 588501; in the data active = inhibition above about 30%; also: plate controls were buffer without enzyme for full effect and enzyme alone for no effect
Y pestis TopoI – Y. pestis Topo-I inhibition via cleavage products | 360,000 compounds, 0.064% hits | AID 504884 | Y. pestis Topo-I cleavage product accumulation, plate reader | activity, % at 10 µM; in the data active = activity above about 50%, passing the limit was not always enough; also: inactives centre near 2
Rv3671c protease – inhibitors of M. tuberculosis serine protease Rv3671c; inhibition, % at 5.96 µM; AID 2606; 320,000 compounds, 0.048% hits; P9WHR9; in the data active = inhibition above about 38%;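 also: extracellular domain of Rv3671c used as enzyme; 0% = enzyme with DMSO and 100% = no enzyme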
Target sequence (P9WHR9 whole entry, looked up, the tested form may be a part): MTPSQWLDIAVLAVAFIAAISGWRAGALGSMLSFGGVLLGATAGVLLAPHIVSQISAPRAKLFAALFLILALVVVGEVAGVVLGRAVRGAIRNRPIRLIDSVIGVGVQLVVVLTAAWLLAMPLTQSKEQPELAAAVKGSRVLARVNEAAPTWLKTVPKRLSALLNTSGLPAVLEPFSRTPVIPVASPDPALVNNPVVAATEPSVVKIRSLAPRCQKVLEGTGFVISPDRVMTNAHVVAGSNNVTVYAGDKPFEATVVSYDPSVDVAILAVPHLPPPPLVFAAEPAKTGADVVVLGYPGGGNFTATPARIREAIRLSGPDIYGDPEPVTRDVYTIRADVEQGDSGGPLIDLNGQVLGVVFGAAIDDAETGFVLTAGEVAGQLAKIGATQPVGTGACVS
TcdB inh – inhibitors of Clostridioides difficile toxin B glycohydrolase. TcdB glycohydrolase enzymatic assay, plate reader. inhibition, % at 9.99 µM. 350,000 compounds, 0.24% hits. AID 652162; in the data active = inhibition above about 10%
SSB-PriA inh – blocks PriA binding to SSB C-terminal tail. AID 1272365. 430,000 compounds, 0.6% hits. AlphaScreen SSBct-PriA binding, biotinylated peptide. inhibition, % at 33 µM; in the data active = inhibition mostly above about 37%, no sharp cut-off; inactive = mostly below about 20%;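 also: plate controls were negative control peptide for no effect and reference peptide for full effect; strong numbers were not always called active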
Vc quorum ag – inducers of Vibrio cholerae quorum light production without autoinducers. 350,000 compounds, 0.16% hits. activation, % at 18.7 µM. V. cholerae BH1578 lux reporter, luminescence, 6 h; in the data active = activation mostly above about 9.7%, no sharp cut-off; also: not every result past the cut was called active; inactives centre near 0; reference of the scale not given here
DUSP3 inh – blocks human VHR1 dual specificity phosphatase. inhibition, % at 13.3 µM. recombinant VHR phosphatase, pNPP absorbance. 290,000 compounds, 0.52% hits; in the data active = inhibition above about 50%; also: some compounds called inactive have numbers as strong as hits
Target sequence (P51452 whole entry, looked up): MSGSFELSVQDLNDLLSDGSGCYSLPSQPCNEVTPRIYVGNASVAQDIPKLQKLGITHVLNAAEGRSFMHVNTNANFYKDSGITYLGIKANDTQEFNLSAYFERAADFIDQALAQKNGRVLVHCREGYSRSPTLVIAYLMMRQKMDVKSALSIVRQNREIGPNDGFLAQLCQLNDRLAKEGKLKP
An asterisk follows results filed as active; i = inactive; . = not tested or not shown; & = joins results of further samples. These rows are one share of the data. The share of hits here may be higher or lower than overall.

entry	canonical_smiles	MazEF act	PfHsp40 yeast	SARS 3CLpro inh	Anthrax LF prot	Y pestis TopoI
1	COc1cccc(CNC(=O)C2CCN(S(=O)(=O)c3ccc4c(c3)NC(=O)CO4)CC2)c1	2.1	0.0	-2.0	-3.8	5.8
2	Cc1cc(C)c(S(=O)(=O)Nc2cccc3nsnc23)c(C)c1	-2.4	10.1	1.4	3.0	-1.9
3	CC(=O)c1sc(NC(=O)c2cccc(C)c2)nc1C	7.5	0.0	1.2	-0.4	7.3
4	Cc1nnc(Nc2ccccc2)n(N)c1=O	7.5	-1.1	2.7	1.0	2.1
5	COc1cc(N=c2ssnc2Cl)cc(OC)c1OC	-3.8	7.0	0.8	-3.9	8.4
6	COCCNCC(=O)NC12CC3CC(CC(C3)C1)C2	-0.2	0.2	1.7	-4.7	6.6
7	CCN(CC)CCN(C(=O)CCOc1ccccc1)c1nc2ccc(F)cc2s1	-7.2	0.0	0.1	-2.5	10.1
8	CC(=O)c1cnn(-c2cc(Oc3ccc(F)cc3)ncn2)c1C	-3.1	1.9	-0.9	-3.9	1.6
9	Cc1ccc([C@H]2C[C@H](n3cc(C4CC4)nn3)[C@@H](O)CN2Cc2cccs2)cc1	0.4	.	.	2.8	-8.4
10	CC(OC(=O)c1cccc(-n2cnnn2)c1)c1nc2ccccc2c(=O)[nH]1 (stereo unspecified)	2.4	0.1	.	-0.1	0.0

entry	Rv3671c protease	TcdB inh	SSB-PriA inh	Vc quorum ag	DUSP3 inh
1	-6.8	2.7	2.1	i	-9.9
2	-7.4	.	-32.1	i	-5.7
3	-1.5	0.7	-6.5	-0.4	-7.0
4	-1.2	.	1.0&-13.2	i	21.3
5	-0.3	.	1.5	0.9	6.0
6	2.9	.	-6.2	-1.0	39.7
7	-0.3	0.8	-19.3	0.5	6.2
8	-2.8	.	-19.3	i	31.2
9	.	1.0	.	-0.2	.
10	3.3	0.2	-2.3	-0.4	.

The closing 4 entries of the section before lead into the next.
entry	canonical_smiles	MazEF act	PfHsp40 yeast	SARS 3CLpro inh	Anthrax LF prot	Y pestis TopoI
7	CCN(CC)CCN(C(=O)CCOc1ccccc1)c1nc2ccc(F)cc2s1	-7.2	0.0	0.1	-2.5	10.1
8	CC(=O)c1cnn(-c2cc(Oc3ccc(F)cc3)ncn2)c1C	-3.1	1.9	-0.9	-3.9	1.6
9	Cc1ccc([C@H]2C[C@H](n3cc(C4CC4)nn3)[C@@H](O)CN2Cc2cccs2)cc1	0.4	.	.	2.8	-8.4
10	CC(OC(=O)c1cccc(-n2cnnn2)c1)c1nc2ccccc2c(=O)[nH]1 (stereo unspecified)	2.4	0.1	.	-0.1	0.0
11	CC1(C)CSC(=NCc2ccccc2)N1C(=O)c1cccc([N+](=O)[O-])c1	4.3	0.9	4.6	2.4	3.7
12	CCC(NC(=O)c1cc(COc2ccc(F)cc2Cl)on1)c1ccncc1 (stereo unspecified)	-2.9	1.7	6.0	-3.1	20.5
13	COc1ccc(S(=O)(=O)N2CCOCC2)cc1NC(=O)/C=C/c1ccc(F)cc1	1.7	0.4	.	-3.6	-4.0
14	CCC(=O)c1ccc(OCC(=O)NCCc2ccccn2)cc1	11.6	0.7	1.7	-6.9	13.8
15	O=C(Nc1ccc(Cl)cc1F)C1CC(=O)N(Cc2ccco2)C1 (stereo unspecified)	-3.8	-1.0	.	-1.0	3.3
16	CCOC(=O)C1(Cc2ccccc2Cl)CCN(C(=O)c2cnccn2)CC1	-2.4	1.1	-0.5	0.5	10.5
17	C/C(=N/NC(=O)c1ccc(NC(=O)c2ccc(F)cc2)cc1)c1ccccc1	2.6	0.1	-2.9	2.8	-3.4
18	CC1CCN(c2nc(-c3ccncc3)nc3ccccc23)CC1	-3.2	281.9*	-0.5	-2.5	5.7
19	Cn1cc(NC(=O)Nc2ccc(C(F)(F)F)cc2)c(C(F)(F)F)n1	-5.3	0.2	-0.8	.	-3.7
20	O=C1NCCN(Cc2cccc(Oc3ccccc3)c2)C1CC(=O)N1CCCO1 (stereo unspecified)	5.7	-1.4	-0.7	-7.1	5.7

entry	Rv3671c protease	TcdB inh	SSB-PriA inh	Vc quorum ag	DUSP3 inh
7	-0.3	0.8	-19.3	0.5	6.2
8	-2.8	.	-19.3	i	31.2
9	.	1.0	.	-0.2	.
10	3.3	0.2	-2.3	-0.4	.
11	7.2	-0.8	4.6	-0.4	11.9
12	.	1.5	3.6	-0.3	16.7
13	.	1.2	2.0	i	.
14	10.8	0.6	-7.2	-0.3	-2.0
15	.	1.9	5.7	i	.
16	15.4	5.2	-13.9	-0.3	21.9
17	-12.0	.	.	i	29.7
18	-0.8	.	-6.3	-0.4	32.2
19	-7.5	0.9	-6.0	-1.0	27.7
20	-1.7	.	5.1	i	19.8

The listing continues:
entry	canonical_smiles	MazEF act	PfHsp40 yeast	SARS 3CLpro inh	Anthrax LF prot	Y pestis TopoI
21	Oc1cccc(C=NNc2ccccn2)c1	8.3	-1.3	.	-0.7	5.2
22	CC(C)(C)c1cc(-c2ccco2)c(C#N)c(SCC#N)n1	-7.1	-0.2	-0.9	0.1	13.0
23	CCCC1(C(=O)O)NC(c2cccc(OC)c2O)C2C(=O)N(c3ccccc3)C(=O)C21 (stereo unspecified)	11.4	-0.2	-3.5	0.0	3.8
24	COc1ccc(-n2nc(C(=O)NCC(=O)N3CCCCCC3)c3ccccc3c2=O)cc1Cl	0.5	3.1	6.3	5.6	29.9
25	O=C(CNCC1CCCO1)Nc1ccccc1-n1cccc1 (stereo unspecified)	-0.3	-0.7	2.6	0.8	9.1
26	O=C(N/N=C/c1ccc(O)cc1)c1cc[n+](Cc2ccccc2)cc1	4.1	-0.7	6.7	-0.3	-2.1
27	C[n+]1cccc(C(=O)NCC2CCCO2)c1 (stereo unspecified)	-2.2	0.5	-1.4	4.3	-4.0
28	CC(C)(C)c1ccc(S(=O)(=O)NCc2ccc(C(=O)NCC3CCCO3)cc2)cc1 (stereo unspecified)	3.2	0.1	4.7	-2.5	25.5
29	C[C@@H](O)C(C(=O)N1CCNCC1)n1cc([C@@H](N)CCCCN)nn1 (stereo partly specified)	4.9	-1.5	.	2.1	1.8
30	COc1ccc(CN2CCC(n3nccc3NC(=O)c3cccc(F)c3)CC2)cc1O	0.0	1.8	3.4	4.5	-6.6

entry	Rv3671c protease	TcdB inh	SSB-PriA inh	Vc quorum ag	DUSP3 inh
21	.	-1.8	2.8	-1.3	.
22	0.6	.	-16.5	-0.3	-8.6
23	8.2	1.8	-1.5	-0.2	0.4
24	-2.8	-1.2	-12.0	-0.3	30.6
25	4.2	.	6.9	i	17.8
26	-3.7	.	.	-0.6	-8.8
27	7.3	-0.5	-5.8	-0.6	10.5
28	-1.9	0.7	3.0&-16.1	-0.6	12.5
29	-5.8	-4.5	-1.1	3.0	.
30	-2.0	-1.3	14.6	2.9	23.6

Other compounds follow.
entry	canonical_smiles	MazEF act	PfHsp40 yeast	SARS 3CLpro inh	Anthrax LF prot	Y pestis TopoI
31	COc1cccc(C(=O)N2CCN(Cc3ccccc3[N+](=O)[O-])CC2)c1	2.8	0.3	-3.9	0.3	1.0
32	O=C1CN(C(=O)NCC(=O)N2CCCC2)c2ccccc2N1	4.7	0.2	3.9	-2.2	-5.3
33	CCc1ccc2c(c1)[C@]1(C(=O)N2)[C@@H]2C(=O)N(Cc3ccccc3)C(=O)[C@@H]2[C@@H]2CCCN21	-0.8	1.1	0.4	-2.5	20.9
34	CSc1cccc(NC(=O)c2ccccc2N(C)S(C)(=O)=O)c1	1.0	-0.5	1.2	.	9.9
35	CCOC(=O)c1cn(Cc2ccccc2)nn1	-0.2	-0.7	-6.0	-3.2	5.1
36	CC1Oc2ccccc2C=C1/C=N\NC(=O)c1cccnc1 (stereo unspecified)	-0.5	.	-3.1	.	6.7
37	CCOC(=O)C1=C(COC(=O)/C=C/c2cccc(OC)c2)NC(=O)NC1C (stereo unspecified)	-1.5	-1.0	1.1	-1.3	2.5
38	Cn1c(=O)oc2cc(S(=O)(=O)N3CCN(Cc4ccc5c(c4)OCO5)CC3)ccc21	9.3	-0.1	-1.4	-3.5	0.9
39	Cc1cccnc1NC(=O)CN1C(=O)COc2ccc(Cl)cc21	-21.7	-1.5	-4.7	-14.0	-8.1
40	Cc1ccc(S(=O)(=O)Nc2c(C)nn(C)c2C)cc1C	3.5	-0.1	.	3.7	1.6

entry	Rv3671c protease	TcdB inh	SSB-PriA inh	Vc quorum ag	DUSP3 inh
31	-7.8	1.0	-4.8	0.6	4.4
32	-4.2	0.2	-1.9	i	1.8
33	3.2	1.6	0.7	i	-15.6
34	0.9	.	-4.0	-0.2	11.6
35	-9.1	0.8	-1.3	-0.2	-5.3
36	-4.1	0.7	.	-0.5	5.0
37	-12.7	2.4	-7.3	-3.6	23.9
38	-4.2	2.4	-10.3	-0.4	21.9
39	-9.3	0.7	-13.8	i	14.9
40	0.1	-4.4	-5.9	0.6	.

Remaining list, next part
entry	canonical_smiles	MazEF act	PfHsp40 yeast	SARS 3CLpro inh	Anthrax LF prot	Y pestis TopoI
41	Cc1nn(Cc2ccccc2Cl)c(Cl)c1/C=C/C(=O)OCC(=O)NC1CCS(=O)(=O)C1 (stereo unspecified)	-0.5	0.4	6.4	-0.8	7.0
42	O=C1N/C(=N\S(=O)(=O)Cc2ccccc2)S/C1=C/c1cccc([N+](=O)[O-])c1	-1.1	-0.1	4.2	0.2	7.9
43	COc1cccc(OC)c1OCCCCc1c(C)n[nH]c1C	1.6	-0.8	1.6	0.6	6.7
44	Cc1ccc2nc(-c3sc4nc(C)ccc4c3N)[nH]c2c1	11.1	1.8	-0.7	0.0	-6.9
45	Fc1ccc(-n2nnc(-c3ccccc3Br)n2)cc1	13.9	0.9	-5.0	7.2	3.8
46	COc1cc(CCC(=O)OCC(=O)Nc2cccc(S(N)(=O)=O)c2)cc(OC)c1OC	-4.5	-0.6	-4.0	0.4	-2.5
47	COC(=O)C1=C(C)OC(N)=C(C#N)C1c1ccccc1F (stereo unspecified)	-0.3	0.0	-4.2	-2.9	2.2
48	CC(=O)c1sc(N/N=C\c2ccc(N(C)C)cc2)nc1C	14.8	0.0	0.8	.	2.6
49	COc1ccc(N2C(=O)CCC(C(=O)NCCCN3CCC(C)CC3)C2c2ccc(OC)c(OC)c2)cc1 (stereo unspecified)	2.6	-0.8	3.4	0.1	-11.6
50	O=C(CN1CCC(n2nnc3cc(F)ccc32)CC1)NNC(=O)c1ccccc1	-1.8	-0.5	-2.3	0.1	3.6

entry	Rv3671c protease	TcdB inh	SSB-PriA inh	Vc quorum ag	DUSP3 inh
41	7.3	0.5	-26.9	0.1	14.7
42	-35.7	0.3	.	i	32.8
43	-1.2	4.8	-2.2	i	29.3
44	16.5	.	3.1	-0.2	-9.2
45	1.8	4.2	-6.4	-0.1	30.3
46	6.0	0.2	1.4	-0.3	-1.8
47	2.8	.	-13.7	-0.7	10.0
48	10.9	1.0	.	0.4	34.1
49	-0.2	1.2	23.9	-0.3	-8.5
50	-1.4	2.4	-14.6	i	26.1

The listing continues.
entry	canonical_smiles	MazEF act	PfHsp40 yeast	SARS 3CLpro inh	Anthrax LF prot	Y pestis TopoI
51	NC(=NCc1ccco1)NC(=O)c1ccccc1	0.0	-0.3	-2.2	1.1	-2.1
52	CN(C)c1ccc(/C=N/n2c(C3CCCCC3)n[nH]c2=S)cc1	0.1	.	4.3	10.7	1.5
53	O=C(O/N=C1\CCS(=O)(=O)c2sccc21)c1ccccc1	-1.4	-1.2	-7.5	-5.8	1.4
54	COc1ccc(/C=C/C(=O)OCC(=O)Nc2ccc(OC)c(S(=O)(=O)N3CCCCC3)c2)cc1	1.5	-1.1	4.0	-5.0	10.9
55	COC(=O)CCC(=O)Nc1sc2c(c1C#N)CCCC2	1.3	-0.2	0.2	2.6	3.6
56	CC(C)(C)C1CCc2onc(C(=O)Nc3cccnc3)c2C1 (stereo unspecified)	-10.9	1.4	13.6*	-2.3	1.7

entry	Rv3671c protease	TcdB inh	SSB-PriA inh	Vc quorum ag	DUSP3 inh
51	0.6	0.2	-5.3	-0.3	10.4
52	6.2	1.7	.	-0.9	13.0
53	-4.9	.	.	-0.5	16.8
54	-42.7	0.6	-9.4	-0.2	16.5
55	-4.7	.	-11.9	0.9	31.9
56	-6.3	2.4	-18.1	-0.4	10.8
